# Screening results as filed in PubChem BioAssay.
# PAFAH1B2 inh: inhibitors of human PAFAH1B2; recombinant PAFAH1B2, FP-rhodamine activity probe, fluorescence polarization; hit rate 1.2% among 340,000; inhibition, % at 3.39 µM; AID 492953;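 active = inhibition above the mean of all tested compounds plus 3 SD, cut at about 24% in these data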;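 note: 0% = enzyme with DMSO and 100% = wells lacking PAFAH1B2; many of its hits are not listed in these tables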
# LYPLA2 inh: counter-screen for PME1 inhibitors: inhibitors of human LYPLA2. O95372. recombinant LYPLA2, FP-Rh probe fluorescence polarization. inhibition, % at 5.9 µM. hit rate 0.38% among 320,000;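 active = inhibition above the screen-wide mean plus 3 SD, limit set per campaign, cut at about 26% in these data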;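 note: 0% = LYPLA2 with DMSO and 100% = wells lacking LYPLA2 enzyme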
# PAFAH2 FP inh: PAFAH2 (human) inhibition; AID 492956; inhibition, % at 3.39 µM; hit rate 0.99% among 340,000; Q99487; recombinant PAFAH2, FP-rhodamine activity probe, fluorescence polarization;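 active = inhibition above the mean over all tested compounds plus 3 SD, cut at about 30% in these data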;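 note: inhibitors block probe labeling of enzyme so polarization drops; 0% = enzyme with DMSO and 100% = wells lacking PAFAH2 protein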
# LYPLA1 counter: LYPLA1 (human) inhibition in PME1 counter-screen | AID 2174 | recombinant LYPLA1, FP-Rh probe fluorescence polarization | inhibition, % at 5.9 µM | hit rate 0.16% among 320,000;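 active = inhibition above the mean of all tested compounds plus 3 SD, set per campaign, cut at about 14% in these data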;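 note: inhibitors block serine hydrolase probe labeling of LYPLA1 so polarization falls; 0% = enzyme with DMSO and 100% = wells lacking LYPLA1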
# GSTO1 counter: counter-screen for RBBP9 inhibitors: inhibitors of human GSTO1; P78417; recombinant GSTO1, activity-based probe fluorescence polarization; inhibition, % at 5.96 µM; hit rate 1.1% among 300,000;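 active = inhibition above the campaign mean inhibition plus 3 SD, cut at about 35% in these data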;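 note: 0% = GSTO1-1 with DMSO and 100% = wells lacking GSTO1-1 enzyme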
# PAFAH1B3 inh: blocks human PAF acetylhydrolase 1B catalytic subunit 3; hit rate 0.28% among 340,000; Q15102; inhibition, % at 3.39 µM; AID 492972; recombinant PAFAH1B3, FP-rhodamine probe, fluorescence polarization;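 active = inhibition above the screen-wide average of all tested compounds plus 3 SD, cut at about 25% in these data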;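 note: 0% = enzyme with DMSO only and 100% = wells lacking PAFAH1B3 protein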
# Target sequence (Q15102 whole entry, looked up): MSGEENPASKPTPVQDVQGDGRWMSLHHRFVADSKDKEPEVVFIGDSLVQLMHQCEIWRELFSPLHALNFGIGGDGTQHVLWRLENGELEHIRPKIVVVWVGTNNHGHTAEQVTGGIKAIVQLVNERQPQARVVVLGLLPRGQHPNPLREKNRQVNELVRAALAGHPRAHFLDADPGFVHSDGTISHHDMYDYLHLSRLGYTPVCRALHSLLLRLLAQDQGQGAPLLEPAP
# pPAFAH FP inh: inhibitors of human plasma PAF acetylhydrolase (pPAFAH). Q13093. recombinant pPAFAH, FP-rhodamine probe fluorescence polarization. inhibition, % at 3.39 µM. hit rate 1.5% among 330,000. AID 463082;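 active = inhibition above the mean inhibition across the screen plus 3 SD, cut at about 25% in these data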;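 note: inhibitors block binding of the rhodamine activity-based probe so polarization drops; 0% = enzyme with DMSO and 100% = wells lacking pPAFAH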
# PME-1 inh: PME-1 (human) inhibition; Q9Y570; hit rate 0.53% among 320,000; recombinant PME-1, FP-Rh probe fluorescence polarization; inhibition, % at 5.9 µM;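 active = inhibition above the campaign mean of all compounds plus 3 SD, cut at about 26% in these data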;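 note: competitive labeling of PME-1 active site by serine hydrolase directed probe; 0% = PME-1 with DMSO and 100% = wells lacking PME-1 enzyme; inhibitors block probe labeling so polarization falls and inhibition rises; many of its hits are not listed in these tables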
# PAD4 FP inh: PAD4 (human) enzyme inhibition; recombinant PAD4, RCA probe fluorescence polarization; inhibition, % at 6.36 µM; hit rate 0.41% among 330,000; AID 485272;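 active = percent inhibition above a cutoff equal to the mean of all tested compounds plus 3 SD, cut at about 15% in these data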;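 note: 0% = PAD4 with RCA probe and DMSO and 100% = probe without PAD4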
# Target sequence (Q9UM07 whole entry, looked up): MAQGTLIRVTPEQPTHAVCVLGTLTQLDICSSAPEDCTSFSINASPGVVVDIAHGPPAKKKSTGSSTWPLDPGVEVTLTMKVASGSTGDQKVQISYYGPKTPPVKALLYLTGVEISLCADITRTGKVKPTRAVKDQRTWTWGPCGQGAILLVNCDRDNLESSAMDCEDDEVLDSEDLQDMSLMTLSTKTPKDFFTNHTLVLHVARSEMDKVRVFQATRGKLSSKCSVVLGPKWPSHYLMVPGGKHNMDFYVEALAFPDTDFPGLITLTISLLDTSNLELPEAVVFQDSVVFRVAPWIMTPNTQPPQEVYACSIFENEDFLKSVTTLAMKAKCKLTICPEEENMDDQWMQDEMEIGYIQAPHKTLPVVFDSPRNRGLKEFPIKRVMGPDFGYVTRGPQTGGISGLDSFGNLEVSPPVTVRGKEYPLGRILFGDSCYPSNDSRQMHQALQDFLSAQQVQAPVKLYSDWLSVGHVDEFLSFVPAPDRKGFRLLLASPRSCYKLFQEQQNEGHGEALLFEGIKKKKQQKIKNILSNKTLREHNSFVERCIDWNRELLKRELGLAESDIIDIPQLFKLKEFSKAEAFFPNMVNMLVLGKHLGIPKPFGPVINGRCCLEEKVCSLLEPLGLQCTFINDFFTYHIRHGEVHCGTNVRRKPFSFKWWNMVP
# Numbers without * were called inactive; . = no result given; & = joins results of further samples. The list is partial; count on the stated rates, not on these rows.
# Under each structure: GSTO1 counter, PAFAH1B3 inh, pPAFAH FP inh, PAFAH2 FP inh, PME-1 inh, LYPLA1 counter, PAD4 FP inh, PAFAH1B2 inh, LYPLA2 inh
> CC1Oc2ccccc2N(CC(=O)c2cccc(Cl)c2)C1=O (stereo not given)
  1, 1, 3, -9, 2, -1, -2, 3, 1
> Cc1ccc(NC(=S)N(CCN(C)C)Cc2cc3cc(C)cc(C)c3[nH]c2=O)cc1
  -6, 15, 5, -4, -3, 2, -1, -2, 8
> COc1cc(C)ccc1OCCCCNCc1ccccc1
  -3, 20, 0, -9, 2, -5, 2, 4, 4
> Cc1cc(OCC(C)C)ccc1/C(O)=C1/C(=O)C(=O)N(Cc2cccnc2)C1c1ccncc1 (stereo not given)
  5, -5, 0, 1, -2, 1, -1, 2, 4
> N=C1C(=O)OCC1c1ccccc1NC(=O)c1ccc(F)cc1 (stereo not given)
  5, 8, -6, 8, -4, 1, -5, 3, -2
> COc1cc2ccccc2cc1C(=O)Nc1ccccc1N1CCCC1
  -6, 5, 5, -1, -2, -8, -1, 3, -8
> CN1CCC(N(C)S(=O)(=O)c2ccc(Cl)cc2)CC1
  1, -1, 0, 7, -1, -7, 7, 6, -3
> CC(C)C(=O)N[C@H]1CCC2C3CC=C4C[C@@H](O)CC[C@]4(C)C3CC[C@@]21C (stereo not given in full)
  ., 7, 1, 3, ., ., -2, 5, .
> CC(C)Oc1ccc(C(=O)Nc2nnc(SCC(=O)N3CCOCC3)s2)cc1
  0, 9, 5, 3, 6, -3, -3, 7, 1
> C/C(N)=C(/C#N)C(=O)COC(=O)c1cc2c(s1)CCC(C)C2 (stereo not given)
  30, 0, 14, -4, -6, -4, -2, 3, 12
> Cc1ccccc1-c1nc(CS(=O)CC(=O)NCc2ccccn2)c(C)o1 (stereo not given)
  2, 6, 5, 4, -3, -2, 5, -2, 1
> CCN(CC)CCCNC(=O)CCC(=O)NNc1nc2ccccc2c2nc(C)nn12
  12, 14, 0, 0, 4, 0, 3, -1, -4
> O=C(CSc1nnc(NCc2ccccc2)s1)c1ccco1
  -1, 5, 4, 2, 2, 1, 2, 9, 4
> CC(=O)O[C@H]1C[C@@]2(C)[C@@H](C[C@@H](O)[C@H]3[C@@]4(C)CC[C@@H](O)[C@@H](C)C4CC[C@@]32C)/C1=C(\CCC=C(C)C)C(=O)O (stereo not given in full)
  5, -13, 6, 12, 1, 3, -1, 0, 1
> CCOc1ccc(S(=O)(=O)Oc2ccc3ccccc3c2)cc1
  0, 7, -1, 1, -5, -4, -1, 4, -7

# Reformatted in CSV form: two of the compounds above.
compound,GSTO1 counter,PAFAH1B3 inh,pPAFAH FP inh,PAFAH2 FP inh,PME-1 inh,LYPLA1 counter,PAD4 FP inh,PAFAH1B2 inh,LYPLA2 inh
Cc1ccc(NC(=S)N(CCN(C)C)Cc2cc3cc(C)cc(C)c3[nH]c2=O)cc1,-6,15,5,-4,-3,2,-1,-2,8
COc1cc(C)ccc1OCCCCNCc1ccccc1,-3,20,0,-9,2,-5,2,4,4

# An excerpt from above in order of the PAD4 FP inh value, largest number first:
molecule,PAFAH1B3 inh,pPAFAH FP inh,PAFAH2 FP inh,PME-1 inh,PAD4 FP inh,PAFAH1B2 inh
CN1CCC(N(C)S(=O)(=O)c2ccc(Cl)cc2)CC1,-1,0,7,-1,7,6
Cc1ccccc1-c1nc(CS(=O)CC(=O)NCc2ccccn2)c(C)o1 (stereo not given),6,5,4,-3,5,-2
CCN(CC)CCCNC(=O)CCC(=O)NNc1nc2ccccc2c2nc(C)nn12,14,0,0,4,3,-1
COc1cc(C)ccc1OCCCCNCc1ccccc1,20,0,-9,2,2,4
CC(=O)O[C@H]1C[C@@]2(C)[C@@H](C[C@@H](O)[C@H]3[C@@]4(C)CC[C@@H](O)[C@@H](C)C4CC[C@@]32C)/C1=C(\CCC=C(C)C)C(=O)O (stereo not given in full),-13,6,12,1,-1,0
CC1Oc2ccccc2N(CC(=O)c2cccc(Cl)c2)C1=O (stereo not given),1,3,-9,2,-2,3
N=C1C(=O)OCC1c1ccccc1NC(=O)c1ccc(F)cc1 (stereo not given),8,-6,8,-4,-5,3

# Additional records:
# Under each structure: GSTO1 counter, PAFAH1B3 inh, pPAFAH FP inh, PAFAH2 FP inh, PME-1 inh, LYPLA1 counter, PAD4 FP inh, PAFAH1B2 inh, LYPLA2 inh
> O=C(CC1NCCc2ccccc21)Nc1ccc(Oc2ccccc2)cc1 (stereo not given)
  2, 8, -7, 0, -9, -5, -4, 6, -7
> CC(=O)N1CCN(S(=O)(=O)c2cccc(C(=O)NNC(=O)COc3ccc(F)cc3)c2)CC1
  ., 7, 4, -2, 3, 0, -5, 4, 2
> COc1ccc(/C=N/NC(=O)CNC(=O)c2ccc(S(=O)(=O)N3CCOCC3)cc2)cc1OC
  5, 0, 3, 2, -3, -1, -2, 3, -6
> Cc1[nH]c(=O)[nH]c(=O)c1S(=O)(=O)N1CCCC(C(=O)NCCc2ccccc2)C1 (stereo not given)
  -5, 0, 8, 0, -7, 2, -6, 15, 9
> CCO[C@H]1OC(C(N)=O)=C[C@@H](C2CC2)[C@@H]1CCCO
  3, ., 5, ., -6, -4, 2, ., -1
> COc1ccccc1NC(=O)/C(C#N)=C/c1ccc(OCCN2CCOCC2)c(OC)c1
  -6, 5, -1, 1, 1, 0, 1, -4, -1
> Nc1ccccc1-c1nc2ccccc2c(=O)o1
  5, 13, -6, 30*, -2, -3, -1, 6, -3
> O=C(COC(=O)c1ccncc1)Nc1cccc(Cl)c1
  -9, -3, 9, -7, 6, -10, -2, -3, -5
> CC(C)(C)C(=O)Nc1cccc(C(=O)Nc2cc(C(=O)O)cc(C(=O)O)c2)c1
  -10, 6, -1, -5, -3, 2, -6, 6, -2
> CCn1c(C)cc(=O)cc1-c1ccc(Cl)cc1
  3, 1, 3, 10, 1, 1, 0, -1, 1
> O=C(Nc1ccc(S(=O)(=O)Nc2nccs2)cc1)c1cccc(S(=O)(=O)N2CCOCC2)c1
  -2, 10, 2, -7, 1, -2, 0, 3, 4
> Cc1ccc(S(=O)(=O)NCCCCCC(=O)NCCc2ccccc2)cc1
  4, 13, 13, -1, -4, -1, 3, 30*, 1
> COc1ccccc1NC(=O)CSc1nccn1Cc1ccc(F)cc1
  1, 1, 1, 9, 3, 0, 4, 8, 1
> O=C(COc1ccccc1)NNC(=O)c1cc2ccccc2oc1=O
  3, 6, 0, 4, 0, 1, -3, 5, 8
> N#Cc1nc(-c2ccc(OCc3ccccc3)cc2)oc1N1CCC(C(N)=O)CC1
  -5, 0, -4, -8, -3, -1, -5, 2, 0
> CCCCn1c(N)c(N(Cc2ccccc2OC)C(=O)CN2C(=O)NC3(CCCC3)C2=O)c(=O)[nH]c1=O
  9, 2, -2, 1, -3, 5, -3, 0, 4
> Cc1ccc(C(=O)O)cc1NC(=S)NC(=O)C(c1ccccc1)c1ccccc1
  11, 4, 1, -1, -2, -4, -1, 13, -8
> COC(=O)c1cc(NC(=O)c2cccc(C(F)(F)F)c2)c(=O)oc1C
  -8, 4, 6, 8, 6, -3, -1, 1, 0
> O=C(CNC(=O)c1ccccc1Cl)Nc1ccc(F)cc1
  4, -1, 0, -2, -2, 0, 0, 1, -5
> FC(F)(F)c1cnc(NNC(=S)Nc2ccccc2Cl)c(Cl)c1
  2, 10, 13, 4, -1, -1, 3, 3, 4
> COC(=O)c1ccc(C2c3c(oc4cc(C)c(C)cc4c3=O)C(=O)N2CCCN(C)C)cc1 (stereo not given)
  4, ., 3, ., -3, 0, -1, ., -9
> c1cc2c(nn1)CCc1nonc1-2
  -2, 8, 2, -7, -3, 1, -5, -4, -2
> O=c1oc(-c2cc3ccccc3o2)nc2sc3c(c12)CCCC3
  0, 0, 2, 69*, 4, 2, 2, -7, 8
> O=C(COc1ccc(S(=O)(=O)N2CCOCC2)cc1)NC1CCCC1
  -1, 4, 6, -6, -1, 1, 2, -1, 8
> Cn1c(=O)c2c(nc(CN3CCc4ccccc4C3)n2Cc2ccccc2)n(C)c1=O
  -1, 4, 6, 9, 13, -5, -1, 2, -10
> Cc1c(NC(=O)[C@@H](NC(=O)c2ccc(Cl)c([N+](=O)[O-])c2)C(C)C)c(=O)n(-c2ccccc2)n1C
  ., 9, 4, 7, ., ., -2, 2, .
> O=C(OCc1nc2scc(-c3ccccc3)c2c(=O)[nH]1)c1cccc([N+](=O)[O-])c1
  -2, -2, 4, -2, 0, 6, -5, 2, -3
> CC1=CCC2C(=O)N(C(C)c3ccccc3)C(=O)C2C1 (stereo not given)
  4, -6, -3, 1, 3, -1, -4, 4, -1
> CCCOc1nc(SCCC)nc2c1cnn2-c1ccccc1
  5, 9, -4, -5, 3, 3, 1, 2, 2
> COc1ccc(Cc2nnc(SCC(=O)c3cccc([N+](=O)[O-])c3)n2C)cc1
  1, 8, 3, 4, 0, -4, 2, 5, -5
> NCCc1cnc[nH]1
  3&7, -7&-3, 2&-2, -2&2, -1&-2, -1&-1, -1&-2, -2&5, -5&-5
> Cc1ccc(N2C(=O)c3ccc(N)cc3C2=O)cc1C
  1, 8, 4, 2, 3, 6, 0, 2, 15
> Cc1ccc(CN2CC(C(=O)N3CCN(S(=O)(=O)c4c(F)cccc4F)CC3)CC2=O)cc1 (stereo not given)
  8, 19, -6, 0, 3, 1, 1, 3, 1
> Cc1ccc(C)c(NC(=O)CSc2nnc(CNC(=O)c3ccco3)n2C)c1
  1, -5, 0, 1, 5, 0, -2, 3, 7
> OC1(CNCc2cn[nH]c2-c2cc3ccccc3o2)CCCCC1
  7, 7, 0, 3, -1, -2, -6, 1, -1
> CC1CCN(C(=O)Cn2c(=O)n(-c3ccc(F)cc3)c(=O)c3sccc32)CC1
  13, 8, 1, -8, -1, 0, 3, 5, 4
> Cc1cccc(NC(=O)c2ccc(Cl)c(S(=O)(=O)N3CCCC3)c2)n1
  4, 6, 4, 4, 1, -3, 3, 4, -4
> COc1cccc(NC(=O)C(C)(C)C)c1
  0, 7, 8, 4, 6, 0, 1, 3, -5
> COc1cccc(NC(=O)COC(=O)C2=NN(c3ccccc3)C(=O)CC2)c1
  ., 6, 17, 24, ., ., -3, 5, .
> O=C1c2ccccc2S(=O)(=O)c2cc(C(=O)N3CCN(c4ccccc4)CC3)ccc21
  -4, 7, 9, 8, 9, 4, 2, 0, 15
> Cc1cccc(OCC(=O)N2CCN(c3nnc(-c4ccccc4)c4ccccc34)CC2)c1
  -5, 3, 0, 7, -5, -3, 1, -1, -5
> COc1ccc(Cn2c(=O)[nH]c3cc(C(=O)N4CCN(Cc5ccccc5)CC4)ccc3c2=O)cc1
  -3, -9, 0, -2, 0, -4, -1, 5, 1
> Cc1ccc(S(=O)(=O)n2cccc2CO)cc1
  0, 6, 6, 9, 5, -1, -2, 9, 2
> COc1ccc(C)cc1S(=O)(=O)N(CC(=O)O)c1ccc(C)cc1
  6, 18, 2, -15, -4, -1, 1, -6, 6
> CC(C)CCNC(=O)NC(=O)COC(=O)CNC(=O)C1CCCCC1
  5, 5, 3, -10, 5, 0, -2, 1, 3
> O=C(NC1CCCc2ccccc21)C1CCCO1 (stereo not given)
  1, 1, 3, -3, -3, 1, 0, 1, 2
> O=C1OCCN1CCN(CN1C(=O)CCC1=O)CN1C(=O)CCC1=O
  4, 11, 7, -1, -15, 3, -2, -1, 8
> c1ccc(OCCOCCN2CCc3ccccc3C2)cc1
  8, 4, -4, -4, 0, 5, 6, -1, 7
